MRP1 act: activators of MRP-1; H69AR cells + doxorubicin, viability rescue, CellTiter-Glo; 140,000 compounds, 0.61% hits; viability increase, % at 10 µM; AID 799;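 active means viability gain under doxorubicin at or above a set limit, the compound median plus 3 SD, cut at about 4.7% in these data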;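 further: MRP-1 overexpressing cells given doxorubicin 25 µM after compound pretreatment; 18-22 h compound pretreatment then 72 h with doxorubicin before readout; 0% = doxorubicin-only wells and 100% = vehicle-treated cells without doxorubicin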
bCat KO growth: beta-catenin-lacking colon tumor cell growth suppression. HCT116 beta-catenin knockout viability, CellTiter-Glo, 60 h; hits give low values. AID 818. 140,000 compounds, 1.5% hits. viability, % at 10 µM;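 active means viability at or under a set limit, the compound median less 4 SD, cut at about 6% in these data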;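 further: 0% = Hyamine 1622 control at 20 µM and 100% = untreated cell control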
PTEN del growth: growth suppressors of cells with PTEN tumor suppressor deletion; HCT116 PTEN-null viability, CellTiter-Glo, 60 h; hits give low values; AID 827; 140,000 compounds, 1.2% hits; viability, % at 10 µM;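 active means viability at or below a set limit, 4 SD under the median of all tested compounds, cut at about 3.7% in these data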;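 further: PTEN knockout HCT116 line with beta catenin targeted HCT116 as companion control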
NPY Y2 blocker: blocks the human neuropeptide Y Y2 receptor; P49146; NPY-Y2 expressing cells, antagonist mode; inhibition, % at 2.7 µM; 140,000 compounds, 0.99% hits; AID 793; in the data active means inhibition above about 17%;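 further: 0% = vehicle with agonist challenge and 100% = reference antagonist with challenge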
Target sequence (P49146 whole entry, looked up): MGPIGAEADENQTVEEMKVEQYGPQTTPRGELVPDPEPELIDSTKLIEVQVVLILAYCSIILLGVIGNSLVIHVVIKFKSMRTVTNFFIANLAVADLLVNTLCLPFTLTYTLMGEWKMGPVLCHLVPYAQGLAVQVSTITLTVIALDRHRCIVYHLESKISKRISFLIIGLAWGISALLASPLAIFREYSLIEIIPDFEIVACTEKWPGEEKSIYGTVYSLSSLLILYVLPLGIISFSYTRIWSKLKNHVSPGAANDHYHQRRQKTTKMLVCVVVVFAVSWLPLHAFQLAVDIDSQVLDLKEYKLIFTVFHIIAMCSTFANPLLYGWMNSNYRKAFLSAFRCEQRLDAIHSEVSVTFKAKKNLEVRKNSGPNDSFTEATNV
GALR2 blocker: GALR2 (human) receptor antagonism; O43603; GALR2-expressing cells, antagonist mode; inhibition, % at 4 µM; 140,000 compounds, 0.39% hits; in the data active means inhibition above about 27%;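 further: cells stimulated with galanin 1-16 at roughly its EC80; 0% = agonist challenge control and 100% = basal control without agonist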
Target sequence (O43603 whole entry, looked up): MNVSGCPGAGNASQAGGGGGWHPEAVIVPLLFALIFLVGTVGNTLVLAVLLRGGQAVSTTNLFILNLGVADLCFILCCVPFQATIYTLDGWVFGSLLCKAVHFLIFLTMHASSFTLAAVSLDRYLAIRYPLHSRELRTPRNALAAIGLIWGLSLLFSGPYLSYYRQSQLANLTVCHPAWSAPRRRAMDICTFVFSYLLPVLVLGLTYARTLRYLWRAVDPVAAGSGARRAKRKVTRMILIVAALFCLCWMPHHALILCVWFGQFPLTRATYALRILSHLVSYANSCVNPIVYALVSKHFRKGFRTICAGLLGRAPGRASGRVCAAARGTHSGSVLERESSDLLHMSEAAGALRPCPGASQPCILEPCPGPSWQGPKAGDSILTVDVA
Yeast growth inh: yeast BB579 growth reduction in restrictive medium. AID 804. inhibition, % at 10 µM. 140,000 compounds, 0.51% hits. S. cerevisiae BB579 growth, OD615, 48 h;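 active means inhibition above a set limit, 3 SD over the mean compound inhibition, cut at about 44% in these data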; further: inactives centre near -24
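Detection: OD615 turbidity measurement; Material: Saccharomyces cerevisiae DeaD strain BB579, replicative lifespan model yeast; Timing: 48 h exposure, 30 °C; Doses: single 10 µM dose; Medium: CSMM-D restrictive synthetic medium containing dextrose (glucose); Controls: amphotericin B at 10 µg/mL as positive control.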
Yeast life ext: yeast lifespan extension; S. cerevisiae growth with nicotinamide, OD615; deaD strain in restrictive glucose medium; inhibition of the nicotinamide effect, % at 10 µM; 130,000 compounds, 0.68% hits; AID 775;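 active means inhibition above a set limit, placed 3 SD over the median of all compounds, cut at about 26% in these data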;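 further: 0% = nicotinamide-treated wells and 100% = cells grown without nicotinamide; some compounds called inactive have numbers as strong as hits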
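Buffer or medium: CSMM-D glucose medium, restrictive; test system: modified budding yeast, DeaD strain; compound: single dose 10 µM compound, 0.25% DMSO; schedule: culture preincubation 4 h, compound exposure 48 h, both 30 °C; detection: optical density (absorbance) at 615 nm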
Phagocytosis inh: inhibitors of macrophage phagocytosis; AID 1029; J774A.1 macrophage IgG-bead phagocytosis, imaging; inhibition, % at 5 µM; 110,000 compounds, 0.07% hits;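 active means inhibition above the mean of the plate negative controls plus 5 SD, cut at about 13% in these data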;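 further: phagocytic index as fraction of beads internalized from green versus red external bead signal; plate controls were DMSO negative control for no effect and cytochalasin-D positive control for full effect; some results beyond the cut were filed as inactive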
Measles CPE: protection of cells from measles virus; Measles virus-infected cells, CPE protection, absorbance; protection (pct of control), % at 4 µM; 140,000 compounds, 1.5% hits; in the data active means protection mostly above about 24%, no sharp cut-off; inactive means mostly below about 26%; further: some compounds called inactive have numbers as strong as hits
E-sel TNF inh: TNF alpha driven E-selectin expression inhibition | HUVEC TNFa-induced E-selectin immunofluorescence, high content | inhibition, % at 2 µM | 120,000 compounds, 0.71% hits | AID 1246;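 active means inhibition above the batch mean plus 3 SD, and confirmed as a hit on visual image review, cut at about 43% in these data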;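 further: 0% = TNF-stimulated DMSO wells and 100% = unstimulated control wells; not every result past the cut was called active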
Numbers without * were called inactive; nt = not tested or not shown.

SMILES | MRP1 act | bCat KO growth | PTEN del growth | NPY Y2 blocker | GALR2 blocker | Yeast growth inh | Yeast life ext | Phagocytosis inh | Measles CPE | E-sel TNF inh
O=C(NC1CCCCC1)C(c1ccncc1)N(C(=O)Cn1nnc(-c2cccs2)n1)C1CCCC1 (stereo not given) | -1.6 | 90 | 88 | 5 | -11 | -50 | -2 | nt | 11 | nt
C=C(C)c1cccc(C(C)(C)NC(=O)N(Cc2ccccc2)Cc2ccco2)c1 | -0.3 | 59 | 63 | 28* | 3 | -32 | 12 | 0 | 4 | -8
O=C1OC(c2ccccc2)c2ccccc21 (stereo not given) | 1.0 | 92 | 91 | 7 | 12 | -32 | 0 | -1 | 5 | -2
CCOC(=O)c1c(NC(C)=O)sc2c(OC(C)=O)cccc12 | -0.9 | 95 | 98 | 2 | -3 | -61 | -5 | -2 | 9 | nt
Cc1ccc(NC(=O)CSc2nnc(-c3cnccn3)n2Cc2ccco2)cc1 | 0.6 | 99 | 101 | 2 | 2 | -49 | -9 | -1 | 1 | 11
Cc1cc2nc(C)c(=O)n(C)c2cc1C | 1.0 | 93 | 103 | 2 | 8 | 15 | -4 | 0 | 15 | -5
O=C(NCCCCCCNC(=O)c1ccc(Br)s1)c1ccc(Br)s1 | -3.2 | 77 | 74 | 6 | -13 | -47 | nt | nt | 6 | -13
Cc1ccc(C)c2[nH]c(=O)c(CN(Cc3ccco3)S(=O)(=O)c3ccc4c(c3)OCCO4)cc12 | 5.4* | 33 | 29 | 3 | 1 | -36 | 1 | -2 | 30 | -6
COc1ccc(C(=O)NC(C)c2nnc(SCc3ccc(Cl)c(Cl)c3)n2C)cc1 (stereo not given) | 1.3 | 88 | 96 | -1 | 3 | -8 | -3 | -1 | 10 | nt
CC1=CCC2C(=O)N(c3ccc4ccccc4n3)C(=O)C2C1 (stereo not given) | -1.6 | 95 | 97 | 2 | -1 | -57 | 5 | -1 | 6 | -22
Cc1cc(C)c(N2CCN(S(=O)(=O)N3CCCCCC3)CC2)c(C)c1 | 1.1 | 62 | 72 | 5 | -5 | -68 | -6 | -1 | 9 | -21
O=C(Cc1cccs1)NCC1CCCO1 (stereo not given) | -3.1 | 78 | 83 | 0 | -3 | -28 | 6 | -1 | 5 | nt
CCOC(=O)C1CCCCN1Cc1cccc(F)c1 (stereo not given) | -0.7 | 92 | 103 | 1 | -1 | -46 | 2 | 1 | 29 | 3
Nn1c(SCCOc2ccccc2)nnc1-c1cccnc1 | 1.1 | 98 | 103 | 1 | 2 | -10 | -4 | -8 | 17 | nt
Cn1c(=O)[nH]c(=O)c2c1nc(Sc1ncccn1)n2CCCc1ccccc1 | -1.5 | 92 | 87 | 2 | 1 | -53 | -7 | 1 | 6 | nt
N#Cc1cnn(-c2nc3sc4c(c3c(=O)[nH]2)CCCC4)c1N | -0.1 | 21 | 17 | 2 | -4 | -30 | -14 | -1 | 9 | -17
CCCCCn1c(CNC(C)=O)nc2ccccc21 | nt | 86 | 100 | 0 | 16 | -1 | -5 | -1 | 11 | -73
CCN(CCCn1c(SCC#N)nc2ccccc2c1=O)c1ccccc1 | -4.0 | 55 | 56 | 14 | -1 | -33 | -4 | 4 | 9 | 0
CC1CCCC(C)N1C(=O)c1cc(-c2cccs2)on1 (stereo not given) | -4.6 | 75 | 68 | 7 | 3 | -8 | 6 | nt | 5 | 11
Cc1ccc(NC2=NC3(CCCCC3)N=C(N)N2)c(C)c1 | -1.1 | 79 | 89 | -1 | -2 | -23 | 9 | 0 | 8 | -20
O=C(C1CCC1)N1CCc2cc(S(=O)(=O)NC3CCCC3)ccc21 | -0.4 | 87 | 92 | 0 | 13 | -57 | -7 | nt | 3 | 6
Cc1nc(C)c(-c2ccccc2)c(=O)[nH]1 | 0.7 | 85 | 88 | 2 | 0 | -34 | -3 | -1 | 3 | -14
COc1cc(C2C(C(=O)OC(C)C)=C(C)Nc3[nH]c(=O)[nH]c(=O)c32)ccc1O (stereo not given) | -3.0 | 99 | 100 | 1 | 4 | -14 | -8 | -1 | 4 | 16
CS(=O)(=O)N(Cc1ccc(Cl)cc1)c1ccc(C(=O)N2CCN(c3ccccc3)CC2)cc1 | 1.2 | 68 | 65 | 4 | -18 | -22 | 5 | -1 | 21 | 47
CCCCCCC(C)NC(=S)Nc1cc(S(=O)(=O)N(C)C)ccc1C (stereo not given) | -3.0 | 80 | 80 | 6 | 7 | -37 | 2 | -2 | 10 | -10
CC(=O)Oc1ccc(C(=O)[C@H]2[C@H]3C(=O)N(c4ccccc4)C(=O)[C@H]3[C@@H]3C=CC=NN32)cc1 | -1.3 | 95 | 93 | 0 | 8 | -7 | -5 | 3 | 5 | -9
CCOC(=O)c1cccc(NC(=O)CN(C)S(=O)(=O)c2cnc[nH]2)c1 | 0.1 | 95 | 107 | -2 | -7 | -47 | 9 | -1 | 11 | nt
O=c1[nH]c(CCl)nc2cc(-c3ccc(Cl)cc3)sc12 | -5.8 | 47 | 27 | -1 | -5 | -34 | -4 | 2 | 0 | -7
O=C1CN(C(=O)c2ccc(Br)o2)C(c2ccccc2)c2cc(Br)ccc2N1 (stereo not given) | -4.3 | 46 | 43 | 4 | 7 | -35 | 6 | 0 | 8 | -7
O=C(OCC(=O)N1CCc2ccccc21)c1cccnc1Cl | -2.0 | 97 | 99 | -1 | -2 | -3 | -20 | 1 | 6 | -16
Cc1ccc(NC(=O)c2ccc(CSc3nnc(-c4ccncc4)n3C)cc2)c(C)c1 | -2.9 | 99 | 92 | 2 | -5 | -7 | -6 | nt | 100* | -15
Cc1onc(-c2ccccc2Cl)c1C(=O)Oc1cc(N)n(S(=O)(=O)c2ccc(F)cc2)n1 | -5.1 | 92 | 103 | -3 | 0 | -25 | -3 | 0 | 11 | -34
CCOC(=O)c1c(NC(=S)Nc2cccc(C)c2)sc2c1CC(C)(C)SC2 | -2.6 | 87 | 80 | -1 | 12 | -21 | 6 | -1 | 4 | 2
COc1ccc(C(=O)C2CCCCC2=O)cc1 (stereo not given) | 2.9 | 111 | 108 | 0 | 0 | -44 | 16 | -1 | 26 | -45
CCOC(=O)c1c(/N=C/c2ccccc2O)sc2c1CCC2 | -4.1 | 93 | 92 | 3 | -8 | -26 | -5 | -2 | 3 | -9
CCN(CC)S(=O)(=O)c1cccc(C(=O)Nc2ccccc2)c1 | -2.6 | 81 | 77 | 1 | 14 | -13 | -6 | -2 | 3 | -20
Cc1sc2ncnc(N3CCN(CCOc4ccc(Cl)cc4)CC3)c2c1C | -1.7 | 12 | 15 | 13 | 9 | -55 | -11 | -1 | 30 | 13
Cc1ccc(-c2ccc(=O)n(CC(=O)NCCN3CCCCC3C)n2)cc1 (stereo not given) | -2.6 | 92 | 100 | 3 | 4 | -15 | -4 | nt | 14 | -6
CSc1cc(-c2ccccc2)n(Cc2c(Cl)cccc2Cl)c(=O)c1C#N | -5.1 | 26 | 30 | -2 | -6 | 0 | -3 | 1 | 3 | 22
O=C(Cc1ccccc1)c1nc2ccccc2s1 | -2.7 | 93 | 93 | 2 | 20 | -51 | -4 | -4 | 4 | nt

Four structures from above, arranged by SMILES length, smallest number first:
SMILES | MRP1 act | bCat KO growth | PTEN del growth | NPY Y2 blocker | GALR2 blocker | Yeast growth inh | Yeast life ext | Phagocytosis inh | Measles CPE | E-sel TNF inh
COc1ccc(C(=O)C2CCCCC2=O)cc1 (stereo not given) | 2.9 | 111 | 108 | 0 | 0 | -44 | 16 | -1 | 26 | -45
O=C(OCC(=O)N1CCc2ccccc21)c1cccnc1Cl | -2.0 | 97 | 99 | -1 | -2 | -3 | -20 | 1 | 6 | -16
O=c1[nH]c(CCl)nc2cc(-c3ccc(Cl)cc3)sc12 | -5.8 | 47 | 27 | -1 | -5 | -34 | -4 | 2 | 0 | -7
Cc1sc2ncnc(N3CCN(CCOc4ccc(Cl)cc4)CC3)c2c1C | -1.7 | 12 | 15 | 13 | 9 | -55 | -11 | -1 | 30 | 13

Next section
SMILES | MRP1 act | bCat KO growth | PTEN del growth | NPY Y2 blocker | GALR2 blocker | Yeast growth inh | Yeast life ext | Phagocytosis inh | Measles CPE | E-sel TNF inh
COc1ccc(N(C(=O)c2cccc(OC)c2OC)C2C=CS(=O)(=O)C2)cc1 (stereo not given) | -2.6 | 86 | 92 | -1 | -1 | -28 | -21 | -1 | 5 | nt
COc1ccc(C2SCC(C(=O)O)N2C(C)=O)cc1 (stereo not given) | -0.6 | 93 | 110 | 2 | -2 | -20 | -3 | 2 | 5 | nt
C=C(C)CSc1nc2nc(C)c(Br)cc2[nH]1 | -1.2 | 96 | 101 | 5 | 17 | -63 | -8 | -1 | 5 | 13
COC(=O)c1ccc2nc(C)cc(Nc3ccc(N(C)C)cc3)c2c1 | -1.8 | 56 | 62 | 6 | 13 | -5 | 6 | nt | 1 | -21
O=C(CSc1nnc(COc2ccc3c(c2)CCCC3)o1)Nc1ccc(F)cc1 | -1.6 | 100 | 91 | 1 | -9 | -21 | 0 | 1 | 5 | -10
O=[N+]([O-])c1cc(C(F)(F)F)ccc1NN=C1CCCC1 | 2.9 | 86 | 100 | 5 | -2 | -9 | 2 | -6 | 7 | nt
CCCS(=O)(=O)NCc1cn2cccc(C)c2n1 | -0.3 | 89 | 92 | 0 | 13 | -11 | nt | nt | 1 | 3
Cc1ccc(-c2cc(C(F)F)nc(N3CCC(C)CC3)n2)cc1 | -0.8 | 106 | 96 | 1 | -23 | -4 | -16 | -1 | 4 | 6
Cc1cccc(C)c1NC(=O)COC(=O)c1cc(-c2cccnc2)nc2ccccc12 | -1.3 | 95 | 99 | -3 | -3 | -4 | -9 | -5 | 7 | nt
Cc1ccc(S(=O)(=O)NN=C2C3CC4CC(C3)CC2C4)cc1[N+](=O)[O-] | 1.3 | 90 | 98 | 4 | -7 | -45 | 4 | -12 | 7 | nt
COc1ccc(-c2nc(Cn3c(SCc4ccccc4F)nc4ccncc43)c(C)o2)cc1 | -2.2 | 54 | 31 | 2 | -8 | -70 | -3 | 0 | 6 | nt
S=C1NCCOCCOCCOCCN1 | -1.7 | 103 | 96 | -1 | 5 | -25 | -11 | -4 | 4 | 0
CC(=O)N1CCc2c(sc(NC(=O)CN3C(=O)CCC3=O)c2C(N)=O)C1 | -2.6 | 90 | 93 | 1 | -8 | -35 | -1 | nt | 17 | -35
CCOc1ccc(/C(O)=C2/C(=O)C(=O)N(c3ncccn3)C2c2ccccc2)cc1 (stereo not given) | -1.7 | 98 | 104 | 0 | 4 | -37 | 9 | 0 | 12 | 4
CCCN1C(=O)/C(=N\OCC(=O)NCC(F)(F)F)c2ccccc21 | 0.6 | 93 | 96 | -1 | -8 | -17 | 0 | -10 | 9 | nt
Cc1ccc(N2CC(C(=O)Nc3nccs3)CC2=O)cc1 (stereo not given) | -0.2 | 105 | 95 | 2 | -3 | -3 | -6 | 0 | 13 | 19
Cc1cc(C)nc(-n2nc(C)cc2NC(=O)CN2CCc3ccccc3C2)n1 | -5.3 | 5.1* | 2.7* | 11 | -3 | -18 | -6 | 0 | 9 | -17
